# M4 antag: blocks acetylcholine activation of human M4 receptor. P08173. CHO-hM4 cells, ACh EC80, Fluo-8 calcium fluorescence. inhibition, % at 3 µM. 0.73% of 360,000 active. AID 624125;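 active = inhibition above its plate's cutoff, the mean inhibition of sample wells plus 3 SD, cut at about 27% in these data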;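 note: 0% = acetylcholine EC80 with DMSO and 100% = DMSO without agonist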
# Target sequence (P08173 whole entry, looked up): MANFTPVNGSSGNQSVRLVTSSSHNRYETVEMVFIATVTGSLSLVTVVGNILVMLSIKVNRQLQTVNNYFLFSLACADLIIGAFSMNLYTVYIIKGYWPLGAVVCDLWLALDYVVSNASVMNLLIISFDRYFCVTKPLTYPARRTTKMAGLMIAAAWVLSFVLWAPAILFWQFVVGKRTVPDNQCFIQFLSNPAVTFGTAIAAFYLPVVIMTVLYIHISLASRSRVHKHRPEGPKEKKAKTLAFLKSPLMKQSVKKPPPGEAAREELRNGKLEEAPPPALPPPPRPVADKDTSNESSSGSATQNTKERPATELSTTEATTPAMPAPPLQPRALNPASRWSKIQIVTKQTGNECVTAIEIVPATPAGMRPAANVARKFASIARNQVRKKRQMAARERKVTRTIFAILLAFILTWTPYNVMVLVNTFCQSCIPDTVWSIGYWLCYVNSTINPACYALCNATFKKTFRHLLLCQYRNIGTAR
# CHRM5 antagonist: blocks acetylcholine activation of human M5 receptor. P08912. CHO-hM5 cells, Fluo-8 calcium fluorescence, ACh EC80. inhibition, % at 3 µM. 0.59% of 360,000 active. AID 624040;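 active = inhibition above a per-plate cutoff, the mean of that plate's test compounds plus 3 SD, cut at about 27% in these data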;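 note: 0% = acetylcholine EC80 with DMSO and 100% = DMSO without agonist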
# Target sequence (P08912 whole entry, looked up): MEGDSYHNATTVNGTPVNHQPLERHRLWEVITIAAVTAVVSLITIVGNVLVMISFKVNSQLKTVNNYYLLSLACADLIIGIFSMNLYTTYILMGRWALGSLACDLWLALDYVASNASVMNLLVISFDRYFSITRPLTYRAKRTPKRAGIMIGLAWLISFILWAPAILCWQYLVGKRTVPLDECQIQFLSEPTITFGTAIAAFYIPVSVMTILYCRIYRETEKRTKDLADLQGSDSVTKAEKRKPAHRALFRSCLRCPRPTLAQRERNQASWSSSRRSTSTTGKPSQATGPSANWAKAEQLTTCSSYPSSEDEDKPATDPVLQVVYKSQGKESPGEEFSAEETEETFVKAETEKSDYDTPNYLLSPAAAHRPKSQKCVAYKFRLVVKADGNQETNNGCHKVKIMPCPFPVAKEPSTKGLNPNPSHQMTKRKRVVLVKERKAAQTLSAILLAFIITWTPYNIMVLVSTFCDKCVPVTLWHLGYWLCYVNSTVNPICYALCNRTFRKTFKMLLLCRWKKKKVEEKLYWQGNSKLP
# CHRM4 PAM: positive allosteric modulators of human muscarinic M4 receptor; CHO-K1 hM4/Gqi5, Fluo-8 calcium fluorescence, ACh EC20; 0% = ACh EC20, 100% = maximal ACh; activation, % at 3 µM; 0.4% of 360,000 active; AID 624126;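 active = activation above its plate's cutoff, the mean activation of sample wells plus 3 SD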; note: some results filed as inactive read as strong as hits
# M4 ag: CHRM4 agonism in calcium assay | AID 624127 | activation, % at 3 µM | 0.14% of 360,000 active | CHO-K1 hM4/Gqi5, Fluo-8 calcium fluorescence; vehicle 0%, full acetylcholine response 100%;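 active = activation above the run mean over all test wells plus 3 SD, cut at about 32% in these data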;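 note: peak over basal fluorescence ratio per well then scaled between controls; 0% = DMSO wells and 100% = acetylcholine at EC100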
# CRFR2-BP ag: agonists of human CRF-binding protein/CRF-R2 receptor complex | 0.46% of 350,000 active | HEK293 CRF-R2/CRF-BP, calcium dye fluorescence (FLIPR); percent of saturating CRF peptide response | activation, % at 13.2 µM | AID 588473;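 active = activation of at least 50%, plus an integration ratio under a set limit after plate pattern correction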;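 note: plate controls were neutral control wells without compound for no effect and CRF at EC100 for full effect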
# CHRM1 PAM: human CHRM1 positive allosteric modulation. AID 588819. 0.088% of 360,000 active. P11229. activation, % at 3 µM. CHO-K1 hM1, Fluo-8 calcium fluorescence, ACh EC20; 0% = ACh EC20, 100% = maximal ACh; in the data active = activation above about 19%, passing the limit was not always enough
# M5 ag: CHRM5 agonism in calcium assay. AID 624037. P08912. activation, % at 3 µM. 0.19% of 360,000 active. CHO-K1 hM5 cells, Fluo-8 calcium fluorescence; 0% DMSO wells, 100% maximal acetylcholine response;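 active = activation above the run's mean over test compounds plus 3 SD, cut at about 23% in these data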;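 note: signal is peak over basal fluorescence ratio across the kinetic read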
# CRFR2-BP antag: antagonists of CRF-binding protein/CRF-R2 receptor complex; HEK293 CRF-R2/CRF-BP, CRF-induced calcium fluorescence; inhibition, % at 11.8 µM; 0.59% of 350,000 active; AID 588475;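 active = inhibition of the ligand-induced calcium signal above about 50% at the single tested concentration, limit read from the data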
# CHRM5 PAM: CHRM5 positive allosteric modulation; CHO-K1 hM5, Fluo-8 calcium, ACh EC20 PAM; 0% = ACh EC20, 100% = ACh EC100; AID 624038; P08912; activation, % at 3 µM; 0.3% of 360,000 active;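 active = activation above the run cutoff, the mean activation of all test compounds plus 3 SD, cut at about 18% in these data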
#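 Replicates: One well per compound, no replicates | System: Human M5 receptor in CHO-K1 cells | Benchmarks: Low control EC20 acetylcholine (0%), high control EC100 acetylcholine (100%) | Probe or stimulus: Acetylcholine, EC20 level | Times: Fluo-8 loading 80 min at 37 °C plus 30 min room temperature | Signal: Intracellular calcium via Fluo-8 fluorescence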
# Starred values were filed as active, the others as inactive; / = no result given.
SMILES,M4 antag,CHRM5 antagonist,CHRM4 PAM,M4 ag,CRFR2-BP ag,CHRM1 PAM,M5 ag,CRFR2-BP antag,CHRM5 PAM
CCOC(=O)C1C(C(=O)OC)=C(C(=O)OC)c2ccccc2N1S(=O)(=O)C(F)(F)F (configuration not stated),-14,-2,5,4,1.3,7,1,0,-2
O=C(COc1cccnc1[N+](=O)[O-])NCCc1ccc(Cl)cc1Cl,-7,11,5,4,-2.2,-5,-5,10,-6
C#CCN(Cc1ccco1)C(=O)c1cc(COc2ccc(F)cc2Cl)on1,-7,-6,2,0,-3.2,4,-6,19,-12
O=C(c1nn2c(C(F)(F)F)cc(-c3ccco3)nc2c1Br)N1CCCc2ccccc21,-6,-2,-1,1,2.2,0,-5,3,-5
CCc1ccc(Nc2n[n+](-c3ccccc3)c(-c3c(Cl)cccc3Cl)s2)cc1,24,70*,-19,43*,1.8,-26,49*,23,-25
CCSc1ncc(Cl)c(C(=O)N(Cc2ccc(N(C)C)cc2)C2CCS(=O)(=O)C2)n1 (configuration not stated),-14,0,4,1,-2.2,4,-5,-3,15
COc1ccc2[nH]c(=O)c(C(=O)O)cc2c1,0,9,-2,1,0.7,12,-4,3,5
S=C1NC2(CCCCC2)NN1c1ccccc1,7,3,-1,0,-0.1,5,-11,-19,7
COC(=O)c1cccc(S(=O)(=O)N2CCC(C)CC2)c1,-4,1,3,1,-4.9,6,-7,18,-1
CCOc1cc(/C=C2\C(=N)N3N=C(S(C)(=O)=O)SC3=NC2=O)ccc1OCCOc1cccc(OC)c1,7,10,-7,7,-0.4,-4,-1,27,-6
Fc1ccc(N2C(=S)SC(=Nc3ccccc3)C2=Nc2ccccc2)cc1,-3,8,0,0,-2.3,9,4,12,1
COC(=O)c1sc(-c2ccc(C(C)(C)C)cc2)cc1NC(=O)/C=C/C(=O)O,5,0,-4,11,3.6,7,4,-4,8
Cc1ccc(OCCCSc2n[nH]c(N)n2)cc1,2,-3,0,0,-4.2,6,-1,8,0
O=C(Cc1cccc(NC(=O)C2CCCN(C(=O)C3CCCC3)C2)c1)Nc1ccc(C(=O)N2CCOCC2)cc1 (configuration not stated),2,-3,-2,0,3.4,4,-1,12,-5
COc1ccc(-n2c(=S)[nH]c3cc(C(=O)Nc4cc(OC)c(OC)c(OC)c4)ccc3c2=O)c(OC)c1,-7,2,7,5,0.2,9,-3,-11,3
COC(=O)c1cc(-c2ccc(Br)cc2)c2c(=O)[nH]c(=O)n(C)c2n1,1,18,-4,0,0.2,11,-3,-41,-1
COc1ccc2c(c1)C(NC(C)=O)C(=O)N2C (configuration not stated),-4,-2,10,1,-1.3,12,-2,7,6
O=C(NCc1nc2ccccc2[nH]1)c1cccc(S(=O)(=O)N2CCOCC2)c1,8,-3,-5,0,-2.7,2,-6,6,4
CC(=O)Nc1ccc(N(C(=O)c2cnccn2)C(C(=O)NC2CCCCC2)c2ccc(O)cc2)cc1 (configuration not stated),9,3,-4,-1,0.9,-2,1,6,-7
COc1ccccc1Nc1nc(N)nc(CSc2nnc(C)s2)n1,12,4,7,1,-0.9,11,-2,-17,0
COc1ccc(NC(=O)COC(=O)c2cccn2C)cc1S(=O)(=O)N1CCCCC1,-7,-10,-1,8,-3.8,10,10,10,7
Oc1ccc(-c2nc(-c3ccc(O)c(O)c3)cs2)cc1,16,8,-13,12,-1.8,5,2,-25,-6
Cc1ccc(N2CCN(C(=O)c3[nH]c(C(F)(F)F)nc3-c3ccccc3)CC2)cc1,-1,0,-4,3,/,-1,4,/,-11
COc1ccc(C2CC(=O)CCN2S(=O)(=O)c2ccc(C)cc2)cc1 (configuration not stated),5,4,0,7,-0.6,7,2,-3,-7
COc1ccccc1NS(=O)(=O)c1cc(NC(=O)C2CCCC2)ccc1N1CCOCC1,-1,-2,-2,2,-0.5,-5,0,10,-2

# (more compounds)
SMILES,M4 antag,CHRM5 antagonist,CHRM4 PAM,M4 ag,CRFR2-BP ag,CHRM1 PAM,M5 ag,CRFR2-BP antag,CHRM5 PAM
Cc1ccc(S(C)(=O)=O)cc1S(=O)(=O)Nc1ccccc1,5,10,-1,0,4.0,8,0,15,3
CCCc1nc2c(C)cc(Br)cn2c1Cc1cccc(F)c1,14,11,-10,-2,/,-13,-4,/,-3
COc1cccc(OC)c1C(=O)Nc1ccc(CN2CCCCC2)cc1,-7,6,3,1,-0.5,-9,-10,-2,6
COCCCNC(=O)Cn1nc(-c2ccccc2OC)ccc1=O,-5,-2,4,0,-1.2,3,0,13,-4
Cc1nc2ccccc2n1C(=O)N1CCOCC1,6,9,-5,0,0.5,3,-2,2,-5
CCN(C(=O)COC(=O)/C=C/c1ccc(O)c(OC)c1)C1CCS(=O)(=O)C1 (configuration not stated),6,4,7,1,0.8,10,0,9,0
Cc1c(C(=O)NCc2ccc(Cl)c(Cl)c2)sc(=O)n1Cc1ccc(S(C)(=O)=O)cc1,0,14,-12,24,/,-17,10,/,-23
COc1ccc(Cl)cc1NC(=S)N(CCN1CCOCC1)C1CCN(C(C)=O)CC1,-4,14,4,0,-0.8,8,-2,5,-5
COc1ccc(CSc2nnnn2-c2ccc(C(N)=O)cc2)cc1[N+](=O)[O-],2,16,-4,2,-1.4,4,-3,19,-6
O=C(Nc1ccccc1-c1ccccc1)c1cccc(C(F)(F)F)c1,8,3,18,-2,-2.8,0,-4,1,1
O=C(CSc1nnnn1-c1cccc2ccccc12)Nc1ccc(N2CCOCC2)c(Cl)c1,-5,3,3,0,1.2,15,1,-4,0
O=CN1CCN(C(=O)CC(c2ccccc2)c2cc(Br)ccc2O)CC1 (configuration not stated),0,18,-8,5,-0.2,5,-6,-1,-8
COc1ccc2c(c1)C(c1cccs1)=NNC(c1cccnc1)=N2,-6,4,7,1,-0.4,12,4,-9,8
CC(=O)c1c[nH]c(C(=O)NCc2cccc(C(F)(F)F)c2)c1,0,2,1,0,-0.1,9,1,-8,1
O=C(NNC(=O)c1ccc(Cl)nc1)c1ccncc1,-7,-4,12,0,-0.5,-1,4,1,2
CCCCNC(=O)C1c2ccccc2OCC(=O)N1Cc1ccc2c(c1)OCO2 (configuration not stated),-3,-1,1,1,/,/,0,/,0
O=C(O)CC(NC(=O)Cc1ccccc1)c1cc([N+](=O)[O-])ccc1Cl (configuration not stated),-2,1,6,1,-0.7,11,-1,10,5
CCOc1cc(CNC)ccc1OCC(=O)NC(C)(C)C,0,1,-2,1,1.8,12,-1,-4,1
COC(=O)CN(C#N)c1nc(SC)nc(N(C)C)n1,2,2,-8,-1,-1.1,5,-4,15,-10
O=C(COC(=O)c1cc([N+](=O)[O-])ccc1N1CCOCC1)c1ccc(F)cc1,2,9,-2,6,0.4,-3,0,3,-12
CN(C)CCCN(C(=O)C1COc2ccccc2O1)c1nc2ccc(F)cc2s1 (configuration not stated),3,-2,3,1,2.4,7,-10,-11,7
NC(=O)c1cccc(-c2ccnc3c2CC(C(=O)Nc2cccc(Oc4ccccc4)c2)O3)c1 (configuration not stated),-1,8,-2,8,/,0,1,/,-7
CC(=O)OC1CCC2(C)C3=CCC4(C)C(C(C)=O)=CCC4C3CCC2C1 (configuration not stated),2,15,4,0,3.1,14,3,-20,-3
Cc1cc(C(=O)CN2C(=O)NC(C)(c3cccc(Br)c3)C2=O)c(C)n1Cc1ccco1 (configuration not stated),6,2,0,1,0.4,4,3,-9,0
CCOC(=O)c1c(NC(=O)CC2Nc3ccccc3NC2=O)sc(C)c1C (configuration not stated),-6,-3,-2,0,3.5,6,0,-28,-3

# The list continues:
SMILES,M4 antag,CHRM5 antagonist,CHRM4 PAM,M4 ag,CRFR2-BP ag,CHRM1 PAM,M5 ag,CRFR2-BP antag,CHRM5 PAM
CC1CCc2sc3ncn4nc(C(=O)NCc5ccco5)nc4c3c2C1 (configuration not stated),3,0,13,1,-1.2,6,0,-2,4
CCC(NC(=O)Nc1ncccc1C)(C(F)(F)F)C(F)(F)F,-2,-4,6,1,1.5,8,-2,1,-1
O=C(NC1C2CC3CC(C2)CC1C3)C1CC1 (configuration not stated),0,-6,0,0,-0.1,8,-8,2,4
Cc1nnc(Nc2ccc(Cl)cc2)n(N)c1=O,-4,2,-1,1,-0.6,7,-1,16,-4
NC(=O)CSCc1cccc(Br)c1,3,-1,-4,0,8.1,3,0,11,3
Clc1cccc(CNCC2CCCO2)c1Cl (configuration not stated),-1,8,-6,0,-0.2,6,0,-3,1
COC(=O)CSc1nc2c(c(-c3ccc(C)o3)c1C#N)CCCC2,8,7,6,-2,-1.0,-4,-7,-9,-8
Cc1cc(C)c(NC(=O)Nc2ccccc2)c(C)n1,-7,3,5,1,0.5,10,1,1,2
Cc1csc2nc(O)c(C(=O)NCCC3=CCCCC3)c(=O)n12,-11,-6,5,1,-0.3,5,1,-19,3
COc1cc(OC)cc(C(=O)NCc2ccc3c(c2)OCO3)c1,-5,2,1,3,1.7,8,-2,-18,-2
Clc1ccc(CSc2cnnc3ccccc23)cc1Cl,-17,9,6,0,-0.6,11,3,-29,4
COc1ccc(C(CCNCc2ccc(F)cc2)c2ccc(F)cc2)cc1 (configuration not stated),13,14,-4,17,45,3,2,-93,4
COc1ccc(C(=O)NCCC(=O)N2CCC3(CC2)NCCc2[nH]cnc23)cc1,-2,6,6,0,2.1,15,-2,3,1
Cc1cccc(OCC(=O)N2CCc3ccccc3C2)c1,4,-5,-3,0,0.4,-4,-4,3,4
COc1cccc2c1OC1(N3CCOCC3)CCCCC1C2C[N+](=O)[O-] (configuration not stated),-5,-1,-3,0,13,0,0,4,-1
Cc1cccc(OCCCSc2nc3ccccc3[nH]2)c1,-11,-12,-2,4,0.3,-6,-9,13,-20
O=C(Nc1ccccc1Br)c1cc(=O)c2ccccc2o1,7,-1,-3,2,-0.2,2,-2,0,4
COc1ccc(NC(=O)CC23CC4CC(CC(C4)C2)C3)cn1,-1,1,-4,11,1.2,8,4,-24,10
On1c(-c2ccco2)nc2c1CCc1nonc1-2,6,-1,2,0,0.6,6,-1,7,-14
Cc1ccc2c(c1)N(CC(=O)N1CCCCCC1)C(=O)C(C)O2 (configuration not stated),11,5,6,2,-3.2,7,-2,2,2
Cc1c(C)n(Cc2ccccc2)c2ncnc(NCCO)c12,-5,4,0,1,-1.3,8,-2,-11,0
O=C(CCn1c(=S)[nH]c2ccccc2c1=O)Nc1cccc(Cl)c1,-3,5,-2,0,-0.6,5,-4,2,0
CCOC(=O)c1c(C)[nH]c(C(=O)COC(=O)CCS(=O)(=O)c2ccc(C)cc2)c1C,-2,2,-8,8,-0.1,7,2,2,-8

# An excerpt from above in order of heavy-atom count, low to high.
SMILES,M4 antag,CHRM5 antagonist,CHRM4 PAM,M4 ag,CRFR2-BP ag,CHRM1 PAM,M5 ag,CRFR2-BP antag,CHRM5 PAM
On1c(-c2ccco2)nc2c1CCc1nonc1-2,6,-1,2,0,0.6,6,-1,7,-14
O=C(CCn1c(=S)[nH]c2ccccc2c1=O)Nc1cccc(Cl)c1,-3,5,-2,0,-0.6,5,-4,2,0
COc1ccc(C(=O)NCCC(=O)N2CCC3(CC2)NCCc2[nH]cnc23)cc1,-2,6,6,0,2.1,15,-2,3,1

# Profiles, quoted from the list. Screens in order: M4 antag, CHRM5 antagonist, CHRM4 PAM, M4 ag, CRFR2-BP ag, CHRM1 PAM, M5 ag, CRFR2-BP antag, CHRM5 PAM
# Listed for On1c(-c2ccco2)nc2c1CCc1nonc1-2 → 6, -1, 2, 0, 0.6, 6, -1, 7, -14
# Listed for CCC(NC(=O)Nc1ncccc1C)(C(F)(F)F)C(F)(F)F → -2, -4, 6, 1, 1.5, 8, -2, 1, -1
